Compound activity deposited in PubChem BioAssay by National Center for Advancing Translational Sciences (NCATS).
AmpC no deterg – qHTS Inhibitors of AmpC Beta-Lactamase (assay without detergent); P00811; AmpC nitrocefin hydrolysis, absorbance 480 nm, 0.0001% Triton; Potency, µM (series often up to 57.1 µM), for inactives: top-dose activity change, negative = inhibition, actives largely listed as inhibitors; actives 0.52% (n = 330,000); AID 485341, 2010;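 note: potency is the fitted concentration of half-maximal effect; plate controls were no compound for no effect and no enzyme for full effect; nearly all actives have a fitted effect of over 20% in size; some results filed as inactive show a strong effect at the top dose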
Target sequence (P00811 whole entry, looked up): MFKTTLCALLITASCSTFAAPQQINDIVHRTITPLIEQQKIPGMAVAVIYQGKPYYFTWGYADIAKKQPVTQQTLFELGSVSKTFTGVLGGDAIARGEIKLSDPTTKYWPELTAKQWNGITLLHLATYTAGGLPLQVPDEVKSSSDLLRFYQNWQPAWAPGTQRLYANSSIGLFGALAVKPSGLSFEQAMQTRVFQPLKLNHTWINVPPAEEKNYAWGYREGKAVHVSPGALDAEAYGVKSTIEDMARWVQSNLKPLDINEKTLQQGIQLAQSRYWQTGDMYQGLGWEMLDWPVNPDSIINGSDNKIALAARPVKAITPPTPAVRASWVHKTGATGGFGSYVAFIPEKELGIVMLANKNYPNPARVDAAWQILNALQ
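AmpC (5.3 nM in the dispensed reagent) in 20 mM phosphate pH 7.0 with 0.01% (detergent screen) or 0.0001% Triton X-100 was preincubated with compounds for 15 min at room temperature. Nitrocefin was then added from an 800 uM solution, and hydrolysis was followed at 480 nm.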
AMA1-RON2 inh – qHTS for Inhibitors of AMA1-RON; Towards Development of Antimalarial Drug Lead: Primary Screen; AlphaScreen AMA1-biotinylated RON2 peptide binding; Potency, µM (doses to about 58.2 µM), without a hit: top-dose activity change, negative = inhibition, most hits filed as inhibitors; AID 720542, 2013; Plasmodium falciparum AMA1 (3D7) - RON2 peptide interaction; actives 0.2% (n = 360,000);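 note: potency is the fitted concentration of half-maximal effect; 0% = vehicle wells and -100% = peptide control; nearly all actives have a fitted effect of over 45% in size; some results filed as inactive show a strong effect at the top dose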
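AMA1 (3D7) with his tag at 25 nM final met compounds first, then biotinylated RON2 peptide at 25 nM; detection used donor plus acceptor beads, 10 µg/mL apiece, read by AlphaScreen after 30 min at room temperature.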
FBPA Giardia inh – qHTS Assay for Inhibitors of Fructose-1,6-bisphosphate Aldolase from Giardia Lamblia; A8B2U2; actives 0.71% (n = 290,000); purified Giardia FBPA; Potency, µM (highest dose often 59.6 µM), without a hit: top-dose activity, negative = inhibition, actives largely listed as inhibitors; note: potency is the fitted concentration of half-maximal effect; nearly all actives have a fitted effect of over 55% in size
Target sequence (A8B2U2 whole entry, looked up): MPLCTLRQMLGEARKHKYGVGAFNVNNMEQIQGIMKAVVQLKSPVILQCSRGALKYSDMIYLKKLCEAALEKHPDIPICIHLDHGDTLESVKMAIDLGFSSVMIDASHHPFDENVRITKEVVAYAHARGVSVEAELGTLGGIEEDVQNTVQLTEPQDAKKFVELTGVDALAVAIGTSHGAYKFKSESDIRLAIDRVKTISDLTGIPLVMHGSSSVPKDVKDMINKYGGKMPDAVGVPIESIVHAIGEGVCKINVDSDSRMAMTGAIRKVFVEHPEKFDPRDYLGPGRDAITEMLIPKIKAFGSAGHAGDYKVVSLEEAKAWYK
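Giardia FBPA (40 nM reagent) was preincubated 10 min at RT with compound (up to 57.5 uM final), then substrate plus GAPDH/TPI/NAD/arsenate coupling system with diaphorase/resazurin was added; resorufin fluorescence (525/598 nm) was read after 20 min.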
Sm TGR block – qHTS Assay for the Inhibitors of Schistosoma Mansoni Peroxiredoxins | purified TGR, DTNB reduction, TNB absorbance 405 nm | Potency, µM (highest dose often 114 µM), for inactives: top-dose activity change, negative = inhibition, actives largely listed as inhibitors | actives 3% (n = 360,000) | AID 485364, 2010; note: potency is the fitted concentration of half-maximal effect; nearly all actives have a fitted effect of over 60% in size
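Kinetic colorimetric format: TGR-catalysed, NADPH-driven DTNB reduction monitored via TNB absorbance. Enzyme dispensed at 20 nM; compound exposure 15 min at room temperature before reaction start.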
AmpC detergent – qHTS Inhibitors of AmpC Beta-Lactamase (assay with detergent) | P00811 | AmpC hydrolysis of nitrocefin, absorbance 480 nm, 0.01% Triton | Potency, µM (doses to about 114 µM), inactives show at the top dose activity change, negative = inhibition, usual class: inhibitors | actives 0.041% (n = 370,000) | AID 485294, 2010;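 note: potency is the fitted concentration of half-maximal effect; 0% = no-compound wells and -100% = no-enzyme wells; nearly all actives have a fitted effect of over 25% in size; some results filed as inactive show a strong effect at the top dose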
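20 mM phosphate pH 7.0 + 0.01% (detergent screen) or 0.0001% Triton X-100; 5.3 nM AmpC reagent; cpd preinc 15 min RT; nitrocefin (800 uM stock) to start; A480 q20 s × 4 min; Activity was normalised to no-enzyme and no-compound control wells.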
HCMV inh – qHTS Assay for inhibitors of the human cytomegalovirus (HCMV). HFF cells, HCMV-luciferase reporter, 72 h; stronger effect = lower value. activity change, negative = inhibition, % at 57.5 µM. actives 4.5% (n = 410,000). AID 1259415, 2018; in the data active = activity change below about -60%; inconclusive = no clear call, values can overlap the other calls; inactive = above about -39%
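Two compound doses tested in HFFs infected with HCMV-luciferase, MOI 1 PFU/cell, 72 h at 37C. Lysate luminescence read with OneGlo; data normalized against buffer-only and 10uM Salinomycin inhibitor controls.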
Starred values were filed as active, the others as inactive; ? = inconclusive; / = no result given; & = joins results of further samples; ! = a repeat was not active; [ ] = dose if it differs, or a comment. Unless noted, calls come from the whole dose curve; as a rule, active = well fitted curve in the direction sought with a large enough effect; inconclusive = small, poorly fitted or top-dose-only effect, or another doubt; inactive = no such curve, though single readings can be large; an effect the other way counts as inactive or inconclusive. Unless noted, % is set by controls: 0 for no effect and ±100 for the full control effect.

The opening three compounds (preview)
SMILES | AmpC no deterg | AMA1-RON2 inh | FBPA Giardia inh | Sm TGR block | AmpC detergent | HCMV inh
CN(C)c1ccc(C(C(=O)NC2CCCCC2)N(Cc2ccco2)C(=O)c2snc(C(N)=O)c2N)cc1 (stereo unspecified) | -2% | -12% | -3% | -21% | -9% | -74*
CC(Sc1ncn[nH]1)C(=O)c1c(N)n(C)c(=O)n(C)c1=O (stereo unspecified) | -7% | -23% | / | -1% | -5% | 25
O=C(O)c1ccc2c(c1)C(=O)N([C@H](Cc1ccc([N+](=O)[O-])cc1)C(=O)O)C2=O | -10% | / | 2% | -1% | -9% | /

The whole of this part, from the start:
SMILES | AmpC no deterg | AMA1-RON2 inh | FBPA Giardia inh | Sm TGR block | AmpC detergent | HCMV inh
CN(C)c1ccc(C(C(=O)NC2CCCCC2)N(Cc2ccco2)C(=O)c2snc(C(N)=O)c2N)cc1 (stereo unspecified) | -2% | -12% | -3% | -21% | -9% | -74*
CC(Sc1ncn[nH]1)C(=O)c1c(N)n(C)c(=O)n(C)c1=O (stereo unspecified) | -7% | -23% | / | -1% | -5% | 25
O=C(O)c1ccc2c(c1)C(=O)N([C@H](Cc1ccc([N+](=O)[O-])cc1)C(=O)O)C2=O | -10% | / | 2% | -1% | -9% | /
CCN1C(=O)c2ccccc2Sc2ccc(NC(=O)Cc3ccc(OC)c(OC)c3)cc21 | / | / | / | -4% | 2% | -39
O=C(c1cnc(N2CCN(c3ncccn3)CC2)c2ccccc12)N1CCN(c2ccccn2)CC1 | 116%[activator] | -5% | 2% | 0% | 1% | ?
COc1ccc2ccc(C(C)(C(C)=O)C(=O)OC(C)C)cc2c1 (stereo unspecified) | 5% | 31%[activator] | / | -2% | -8% | -16
Cc1cccc(NCc2nc(SCC(N)=O)n[nH]2)c1 | -14% | 8% | -9% | 1%[11.4 µM] | -4% | -10
CC(O)c1n(C)c(Cl)c[n+]1C (stereo unspecified) | -18% | 6% | 4% | -11% | ? | 23
CCCCn1c(N)c(Br)c(=O)[nH]c1=O | -19% | -1% | 0% | -3% | 3% | 1
CN1CCCC(OC(=O)c2cccc(Br)c2)C1 (stereo unspecified) | -4% | 1% | ? | -12% | -3% | 24
CCOC(=O)c1oc2ccccc2c1CN1CCN(c2ccccc2)CC1 | -2% | ? | -15% | 9% | 4% | 6
O=C(COc1ccc(Cl)cc1)NCc1nnc(SCC(=O)Nc2ccccc2)o1 | -18% | -17% | 15% | -1% | -2% | 11
O=C(NNC(=S)NC(=O)c1ccccc1Cl)c1cccc([N+](=O)[O-])c1 | -25% | 68%[activator] | 12% | -24% | -9% | -15
CCCNC(=O)NS(=O)(=O)c1cnccc1Sc1ccc(Cl)cc1 | -32% | -1% | 12% | 4% | ? | 8
CC(NC(=O)Nc1ccc([N+](=O)[O-])cc1)C(c1ccccc1)N1CCOCC1 (stereo unspecified) | -15%[11.4 µM] | 3% | -16% | 28µM* | -2% | 4
O=[N+]([O-])c1cc(CN2CCCCCC2)ccc1O | -3% | -15% | ? | 1% | ? | 2
Cc1ccc(C)n1-c1nnc(N2CCC(C(=O)NCc3ccc(F)cc3)CC2)s1 | / | / | / | -29% | 20% | 30
COc1ccc(N2CC(C(=O)Nc3nc4ccc(OC)cc4s3)CC2=O)cc1 (stereo unspecified) | 30% | 0% | 0% | 6% | 4% | 28
Cc1ccc(C)c(NC(=O)COC(=O)Cn2c(C)csc2=O)c1 | 25% | 8% | / | 46%[activator] | 0% | -16
Cc1cc(C(=O)OCC(=O)Nc2ccccc2)c(C)o1 | -22% | 19% | 0% | -2% | 2% | -12
Cc1c(NC(=S)/C=C2\N(C)c3ccccc3C2(C)C)c(=O)n(-c2ccccc2)n1C | 1% | 9% | / | ? | -10% | -38
CCN(C(=O)CCS(=O)(=O)c1ccc2c(c1)oc(=O)n2C)c1ccc(OC)cc1 | 7% | -3% | / | ? | 2%&18% | -64*!
COc1ccc(C(=O)NCCCSc2ccccc2)cc1F | -50% | 2% | 5% | 0% | -9% | -4
O=C1C=C(c2cccc(CO)c2)C[C@@H](c2ccc3c(c2)OCO3)C1 | -18% | -5% | / | 0% | -2% | 1
O=C(CSc1ccc(C(F)(F)F)cc1[N+](=O)[O-])N1CCOCC1 | 2% | -2% | 12% | -29% | ? | 10
COc1ccc(/C=N/NC(=O)c2nonc2C)cc1 | -8% | 0% | -2% | 5% | -6% | -3
COc1cc2c(cc1OC)CN(C(=O)CCOc1ccccc1C)CC2 | 63%[activator] | -1% | 11% | -5% | 1% | -7
O=C(c1cnn(Cc2ccccc2)c1)N1CCN(S(=O)(=O)/C=C/c2ccccc2)CC1 | 67%[activator] | 3% | / | -1% | -5% | -29
CC(=O)c1ccc(C(=O)N2CCCC(CNC(=O)c3ccccc3Cl)C2)cc1 (stereo unspecified) | -10% | -15% | 5% | 4% | -17% | 23
CCCCNC(=S)NC(=O)c1ccc([N+](=O)[O-])cc1 | -25% | -10% | -7% | ? | -1% | -1
CN(C)C(=O)Oc1cc(=O)n2c3c(cccc13)CCC2 | -10% | -10% | 1% | -2% | -7% | 9
CC1CN(c2ccc([N+](=O)[O-])c3cccnc23)CC(C)N1 (stereo unspecified) | -19% | 3% | -3% | 2% | -5% | 84
COc1ccc(/C=N/NC(=O)c2ccc(COCC(F)(F)C(F)F)cc2)cc1 | -18% | 4% | -1% | -1% | ? | -14
O=C(NCC1CCCO1)c1cc2c(s1)CCC2 (stereo unspecified) | -1%[11.4 µM] | 0% | -8% | 2% | -14% | 116
O=C(CC1NCCNC1=O)Nc1cccc(F)c1 (stereo unspecified) | / | / | / | -3% | 0% | -14
CCC(Cc1ccccc1)NC(=O)C1=C(C)C(=O)OC12CCC(C)CC2 (stereo unspecified) | 10% | -1% | -4% | -1% | -8% | ?
NC(=O)Cn1c(=O)n(Cc2ccccc2)c(=O)c2cccnc21 | -7% | 3% | 4% | 9% | -7% | 40
O=C(c1coc(=O)c(Br)c1)N1CCCc2ccccc21 | -8% | ? | ? | 22µM* | ? | -75*
COC(=O)c1ccccc1NC(=O)c1cc(C)nc2c1c(C)nn2-c1ccc(C)cc1 | / | / | / | 4% | 18% | 3
CC(C)CC(=O)Nc1nnc(S(=O)(=O)N(C)c2ccc(Cl)cc2)s1 | -18% | 6% | 1% | -25%&0% | -4%&7% | 26&7
C=CCCCCCCCCC(=O)NNC1=CC(=O)CC(C)(C)C1 | 69%[activator] | 6% | / | -16% | -10% | 20
COC(=O)c1c(NC(C)=O)sc(C)c1C | -9% | -6% | 7% | 2% | 0% | -31
CCC(=O)N1CCc2cc(S(=O)(=O)NC(C(=O)NCCc3ccccc3)C(C)C)ccc21 (stereo unspecified) | / | / | / | -1% | -2% | 15
COc1cccc(-c2ccc3ncnc(NCc4cccs4)c3c2)c1 | ? | / | -4% | 9%&2% | ? | ?
COc1ccc(S(=O)(=O)N2CCCCCC2)cc1C(=O)N1CCCC(C(F)(F)F)C1 (stereo unspecified) | 95%[activator] | 60%[activator] | / | -5% | ? | -17
N#CCCN(C(=O)COC(=O)CCC(=O)c1cccs1)c1ccccc1 | -9% | -2% | / | / | / | -10
CCOCc1nnc(NC(=O)c2ccc(NC(C)=O)cc2)s1 | -3% | -7% | 15% | / | 1% | 21
CCOC(=O)N1CCC(N2C(=O)c3ccccc3C2Nc2cc(Cl)c(OC)cc2OC)CC1 (stereo unspecified) | 192%[activator] | -20% | -19% | -14% | ? | 9
CC1CCN(c2c(NCC3CCC(C(=O)NC4CCCCCC4)CC3)c(=O)c2=O)CC1 (stereo unspecified) | -5% | -10% | 6% | 5% | 7% | -30
COC(=O)Cn1c2nc3ccccc3nc2c2cccc(C)c21 | -2% | 37%[activator] | 5% | -6% | -3% | -4
Further compounds:
SMILES | AmpC no deterg | AMA1-RON2 inh | FBPA Giardia inh | Sm TGR block | AmpC detergent | HCMV inh
CCC(=O)Nc1ccc(C(=O)COC(=O)c2nc3nccc(C)n3n2)cc1 | -17% | ? | / | -9% | 0% | -13
COc1ccc2oc(C(=O)OCC(=O)N(Cc3ccccc3)C(C)C)c(C)c2c1 | 19% | ? | / | -21% | -20% | -32
CCCCc1nc(C(N)=O)c2[nH]c(=O)n(-c3ccc(OC)c(OC)c3)c2n1 | -6% | -7% | -2% | 1% | ? | /
CCOC(=O)[C@H]1[C@H]2COc3ccc(C)cc3[C@@H]2N2C(=O)c3cc(C)ccc3NC(=O)[C@@]12C | -22% | -3% | / | / | / | -5
CCOC(=O)C1=C(N)OC2=C(C(=O)CC(C)(C)C2)C12C(=O)Nc1ccccc12 (stereo unspecified) | 6% | 6% | 2% | -32% | 3% | 33
COc1cccc(NC(=O)COc2nc3ccccc3nc2C)c1 | -19% | -16% | 2% | 18% | 1% | 14
CCOc1ncccc1C(=O)Nc1ccc(OC)c(S(=O)(=O)N2CCCCC2)c1 | -16% | -8% | 3% | 6% | 3% | 5
Cc1nc2ccc(NC(=O)c3ccc([N+](=O)[O-])cc3)cc2[nH]1 | -20% | -4% | -8% | -3% | ? | 42
CC(C)[C@H](NC(=O)NCc1ccc(Cl)cc1)C(=O)O | -17% | 15% | 4% | -2% | -10% | 15
COC(=O)c1ccccc1NC(=O)CSc1n[nH]c(-c2ccncc2)n1 | -23% | -15% | / | 1% | -14% | 0
Cc1cccc(NC(=O)CCCN2C(=O)C3CC=CCC3C2=O)c1 (stereo unspecified) | 7% | 0% | 8% | -4% | ? | ?
CCN1CCSc2ccc(C(=O)NCc3ccc(OC)cc3)cc21 | / | / | / | 0% | 7% | -6
COC(=O)c1c(NC(=O)C(C)(C)C)csc1C | -13% | 10% | 5% | 7% | -11% | -2
Cc1nc2ccc(Br)cn2c(=O)c1Cl | -18% | 7% | 5% | 1% | -23% | -33
O=C(Cc1c(F)cccc1Cl)N1CCN(S(=O)(=O)c2cccc(F)c2)CC1 | -25% | 17% | / | -11% | 0% | 25
Cc1ccc(C(=O)NCC(=O)OCc2c(F)cccc2Cl)cc1 | ? | -13% | / | 2% | ? | ?

Fetched by structure from the entries so far:
SMILES | AmpC no deterg | AMA1-RON2 inh | FBPA Giardia inh | Sm TGR block | AmpC detergent | HCMV inh
Cc1ccc(C(=O)NCC(=O)OCc2c(F)cccc2Cl)cc1 | ? | -13% | / | 2% | ? | ?
Cc1cccc(NC(=O)CCCN2C(=O)C3CC=CCC3C2=O)c1 (stereo unspecified) | 7% | 0% | 8% | -4% | ? | ?
CCN1CCSc2ccc(C(=O)NCc3ccc(OC)cc3)cc21 | / | / | / | 0% | 7% | -6
